Pf Dd2 growth = P. falciparum Dd2 growth inhibitors, primary screen, SYBR Green fluorescence, single dose replicates; 72 h; active compounds read low; activity change, % at 10 µM; 2.3% of 94,000 active; AID 1159554, 2015; in the data active = activity change below about -80%
C diff HTS = C. difficile growth inhibitors, primary screen, HTS; Clostridium difficile clinical isolate growth, OD600, 24 h; active compounds read low; growth activity, negative = inhibition, % at 16 µg/mL (by protocol); 0.25% of 86,000 active;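 active = mean growth activity at or below -80% and every replicate also at or below -80%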;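 note: 0% = DMSO wells and -100% = levofloxacin 16 µg/mL wells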
T cruzi growth = T. cruzi intracellular proliferation inhibitors, primary screen, cell-based, beta-gal Tulahuen parasites, NIH3T3 host, luminescence; T. cruzi beta-gal in NIH3T3, GalScreen luminescence, 90 h; inhibition, % at 8.34 µM; 5.9% of 77,000 active; AID 624255, 2012;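 active = mean inhibition above about 93%, with at least 55% of replicates each passing it, limit read from the data, passing the limit was not always enough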
KDM4C inh = inhibitors of GASC-1 (KDM4C) histone demethylase, primary screen, biochemical, single concentration HTS. GST-KDM4C 2-372, H3K9me3 peptide, LANCE TR-FRET. inhibition, % at 12.5 µM. 0.15% of 96,000 active. AID 720574, 2013;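 active = mean replicate inhibition above about 25%, with at least 55% of replicates also reaching it, limit read from the data, passing the limit was not always enough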
Target sequence (Q9H3R0 2-372 limits assumed): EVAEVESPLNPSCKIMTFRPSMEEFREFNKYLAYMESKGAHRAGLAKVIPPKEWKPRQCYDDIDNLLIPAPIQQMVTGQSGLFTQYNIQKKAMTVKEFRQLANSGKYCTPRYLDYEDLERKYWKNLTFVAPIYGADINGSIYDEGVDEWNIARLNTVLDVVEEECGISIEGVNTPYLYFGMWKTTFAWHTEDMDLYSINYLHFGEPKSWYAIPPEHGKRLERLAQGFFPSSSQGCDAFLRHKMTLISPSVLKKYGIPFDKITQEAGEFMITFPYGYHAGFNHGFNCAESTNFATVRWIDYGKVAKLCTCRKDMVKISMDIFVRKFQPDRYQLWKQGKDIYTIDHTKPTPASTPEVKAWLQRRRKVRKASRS
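Material: GST-tagged GASC-1 (JMJD2C) catalytic fragment, aa 2-372. Input: enzyme final amount 10 nM. Medium: HEPES buffer, pH 7.5, plus ascorbate. Reagent: H3K9me3 peptide substrate, Fe(II), 2-oxoglutarate. Doses: single dose. Times: reaction 30 min RT, detection step 1 h RT. Measured by: LANCE TR-FRET. Evaluation: Fall in 671/618 emission ratio as inhibition.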
The depositor's hits bear a star; x = no result given; & = joins results of further samples. Random draw from the library; about 7.2% have a hit in one of these screens.

compound	T cruzi growth	KDM4C inh	Pf Dd2 growth	C diff HTS
CO[C@@H]1CN(C)C(=O)c2cc(NC(=O)c3ccno3)ccc2OC[C@H](C)NC[C@H]1C	x	4.1	3	-2
C[C@@H]1CCCCO[C@H](CN(C)Cc2ccc(C(F)(F)F)cc2)[C@H](C)CN([C@H](C)CO)C(=O)c2cc(NS(C)(=O)=O)ccc2O1	103	0.7	14	-2
C[C@H]1CN([C@@H](C)CO)C(=O)CCCn2cc(nn2)CO[C@H]1CN(C)C(=O)c1ccncc1	-2	-0.6	-20	-6
O=C(N[C@@H]1CC[C@H](CC(=O)N2CCCCC2)O[C@@H]1CO)c1ccc2c(c1)OCO2	-19	0.4	5	-3
CCCC#Cc1cnc2c(c1)C(=O)N([C@@H](C)CO)C[C@@H](C)[C@H](CN(C)C(=O)Nc1ccccc1OC)O2	65	4.3	-75	1
C[C@H](CO)N1C[C@H](C)[C@@H](CN(C)C(=O)Nc2ccc(F)cc2)Oc2ccc(NS(C)(=O)=O)cc2C1=O	-2	1.2	13	-5
O=C(C[C@@H]1CC[C@@H](NC(=O)c2ccc3c(c2)OCO3)[C@H](CO)O1)NCc1ccc(Cl)cc1	32	-0.1	3	3
COc1cccc(NC(=O)N(C)C[C@@H]2Oc3cc(C#Cc4ccncc4)ccc3S(=O)(=O)N([C@H](C)CO)C[C@H]2C)c1	-55	0.7	-55	8
Cc1ccc(S(=O)(=O)NCC[C@@H]2CC[C@@H](NC(=O)c3cccc(F)c3)[C@H](CO)O2)cc1	-19	-1.0	-1	x
C[C@H]1CN([C@@H](C)CO)C(=O)Cc2cc(NS(=O)(=O)c3ccc(F)cc3)ccc2O[C@H]1CN(C)C(=O)Nc1ccc(C(F)(F)F)cc1	12	-1.3	8	-17
CC(C)NC(=O)Nc1ccc2c(c1)C(=O)N([C@@H](C)CO)C[C@@H](C)[C@@H](CN(C)C(=O)NC(C)C)OCCCC[C@@H](C)O2	-17	0.6	-11	-1
O=C(C[C@@H]1CC[C@H]2[C@@H](COC[C@H](O)CN2Cc2cccc(Cl)c2)O1)N1CCCCC1	5	0.5	-20	53&37

7 of the entries above in order of the KDM4C inh value, lowest first:
Compound	KDM4C inh
C[C@H]1CN([C@@H](C)CO)C(=O)Cc2cc(NS(=O)(=O)c3ccc(F)cc3)ccc2O[C@H]1CN(C)C(=O)Nc1ccc(C(F)(F)F)cc1	-1.3
Cc1ccc(S(=O)(=O)NCC[C@@H]2CC[C@@H](NC(=O)c3cccc(F)c3)[C@H](CO)O2)cc1	-1.0
O=C(C[C@@H]1CC[C@@H](NC(=O)c2ccc3c(c2)OCO3)[C@H](CO)O1)NCc1ccc(Cl)cc1	-0.1
O=C(N[C@@H]1CC[C@H](CC(=O)N2CCCCC2)O[C@@H]1CO)c1ccc2c(c1)OCO2	0.4
CC(C)NC(=O)Nc1ccc2c(c1)C(=O)N([C@@H](C)CO)C[C@@H](C)[C@@H](CN(C)C(=O)NC(C)C)OCCCC[C@@H](C)O2	0.6
COc1cccc(NC(=O)N(C)C[C@@H]2Oc3cc(C#Cc4ccncc4)ccc3S(=O)(=O)N([C@H](C)CO)C[C@H]2C)c1	0.7
CCCC#Cc1cnc2c(c1)C(=O)N([C@@H](C)CO)C[C@@H](C)[C@H](CN(C)C(=O)Nc1ccccc1OC)O2	4.3

(listing goes on)
compound	T cruzi growth	KDM4C inh	Pf Dd2 growth	C diff HTS
CCC(=O)N1C[C@H](C)[C@H](OC)CN(C)C(=O)c2ccc(NC(=O)Nc3ccc(Cl)cc3)cc2OC[C@@H]1C	37	0.9	8	x
CCC(=O)N(C)C[C@@H]1Oc2cc(-c3ccccc3OC)ccc2S(=O)(=O)N([C@H](C)CO)C[C@@H]1C	67	-0.8	-37	-5
C[C@@H]1CN([C@H](C)CO)C(=O)Cc2cc(NS(=O)(=O)c3cn(C)cn3)ccc2O[C@@H]1CN(C)C(=O)Nc1cccc2ccccc12	62	-1.1	11	-6
O=C(N[C@H]1CC[C@@H](CCn2cc(-c3ccccc3F)nn2)O[C@H]1CO)c1ccc2c(c1)OCO2	112*	-1.4	-57	x
O=C(C[C@H]1C[C@@H]2c3cc(NC(=O)C4CCOCC4)ccc3O[C@@H]2[C@@H](CO)O1)NCc1ccc(Cl)cc1	28	-1.5	4	1
O=C(O)C[C@H]1C=C[C@@H](NC(=O)Nc2cc(F)ccc2F)[C@@H](CO)O1	x	x	7	-1
C/C=C/c1ccc([C@H]2[C@@H](C#N)N(C(=O)Cc3ccccn3)[C@@H]2CO)cc1	103*	-1.9	-33	0
C[C@@H]1CN([C@@H](C)CO)C(=O)Cc2cc(NC(=O)C3CC3)ccc2O[C@@H]1CN(C)CC1CCCCC1	17	-1.9	8	-6
CN(C)CC(=O)N[C@H]1CC[C@H](CCNC(=O)C2CCC2)O[C@H]1CO	x	1.3	0	0
CCNC(=O)C[C@H]1CC[C@H]2[C@H](COc3ccc(NC(=O)c4ccc(F)cc4)cc3C(=O)N2C)O1	-8	-1.7	14	10
C[C@@H]1CCCCO[C@@H](CN(C)S(=O)(=O)c2cccs2)[C@H](C)CN([C@@H](C)CO)C(=O)c2cc(NS(=O)(=O)c3ccc(Cl)cc3)ccc2O1	96*	-0.3	-16	0
C[C@@H]1CN([C@@H](C)CO)C(=O)c2cc(Br)cnc2O[C@H]1CN(C)C(=O)Cc1cccnc1	59	-0.9	23	1

Reformatted with each value named: part of the list above
C[C@H](CO)N1C[C@H](C)[C@@H](CN(C)C(=O)Nc2ccc(F)cc2)Oc2ccc(NS(C)(=O)=O)cc2C1=O
  T cruzi growth = -2; KDM4C inh = 1.2; Pf Dd2 growth = 13; C diff HTS = -5
O=C(C[C@@H]1CC[C@@H](NC(=O)c2ccc3c(c2)OCO3)[C@H](CO)O1)NCc1ccc(Cl)cc1
  T cruzi growth = 32; KDM4C inh = -0.1; Pf Dd2 growth = 3; C diff HTS = 3

The list goes on.
compound	T cruzi growth	KDM4C inh	Pf Dd2 growth	C diff HTS
C[C@H](CO)N1C[C@H](C)[C@@H](CN(C)S(=O)(=O)c2ccc(Cl)cc2)Oc2ccc(NC(=O)Nc3cccc4ccccc34)cc2CC1=O	-59	-0.4	-37	-6
COc1ccc2c3c(n(C)c2c1)[C@@H](CO)N(CC1CC1)CC31CCN(C(=O)c2ccc(F)cc2)CC1	x	-0.9	-65	4
C[C@@H]1CCCCO[C@@H](CN(C)Cc2ccccc2)[C@H](C)CN([C@@H](C)CO)C(=O)c2cc(NS(=O)(=O)c3ccc(Cl)cc3)ccc2O1	110*	-0.2	-19	-3
O=C(C[C@H]1C=C[C@H](NC(=O)CCN2CCCCC2)[C@@H](CO)O1)Nc1nccs1	42	0.0	-1	x
COc1ccccc1C#Cc1cnc2c(c1)C(=O)N([C@H](C)CO)C[C@@H](C)[C@@H](CN(C)C(=O)CC1CC1)O2	x	-1.4	-64	51
C[C@@H]1CN([C@H](C)CO)C(=O)c2cc(NC(=O)Nc3ccc4c(c3)OCO4)ccc2O[C@@H](C)CCCCO[C@@H]1CN(C)S(=O)(=O)c1cccs1	64	-1.6	-92*	10
O=C(CC1CC1)N1[C@@H]2CN(S(=O)(=O)c3ccc(F)cc3)c3ccccc3[C@@H]2[C@@H]1CO	19	0.5	1	-2
C[C@@H]1CN([C@H](C)CO)C(=O)Cc2cc(NC(=O)c3ccncc3)ccc2O[C@@H]1CN(C)C(=O)Nc1ccccc1	x	-0.7	10	-2&-7
Cc1noc(C)c1NC(=O)Nc1cccc2c1O[C@H](CN(C)S(C)(=O)=O)[C@@H](C)CN([C@H](C)CO)C2=O	19	0.0	25	-4
C[C@@H]1CN([C@H](C)CO)C(=O)c2cc(NC(=O)c3ccncc3)ccc2O[C@@H]1CN(C)Cc1ccc(C(=O)Nc2ccccc2N)cc1	105	-0.7	-61	x
O=C(CCN1CCCCC1)NCC[C@H]1CC[C@H](NC(=O)C2CCC2)[C@@H](CO)O1	x	-2.1	-1	0
C[C@H](CO)N1C[C@H](C)[C@H](CN(C)C)Oc2ncc(-c3cccc(C(=O)N(C)C)c3)cc2C1=O	-56	7.1	50	-6

The listing continues:
compound	T cruzi growth	KDM4C inh	Pf Dd2 growth	C diff HTS
CCCNC(=O)N1C[C@H](O)COC[C@H]2O[C@@H](CC(=O)NCc3ccc(Cl)c(Cl)c3)CC[C@@H]21	1	0.9	14	-2&-4
C[C@@H]1CN([C@@H](C)CO)S(=O)(=O)c2ccc(-c3ccncc3)cc2O[C@H]1CN(C)S(=O)(=O)c1ccccc1F	x	0.0	-30	-1
CS(=O)(=O)Nc1ccc2c(c1)[C@@H]1C[C@H](CC(=O)NC3CCCC3)O[C@@H](CO)[C@@H]1O2	-13	-0.5	25	2
CCCN1[C@@H]2c3ccc(-c4ccncc4)c(=O)n3C[C@H]1[C@H](CO)[C@H]2C(=O)NCC1CC1	78	2.0	-36	7
C[C@@H]1CN([C@H](C)CO)C(=O)c2cc(C3=CCCCC3)cnc2O[C@@H]1CN(C)C(=O)c1ccccc1	x	2.5	-52	-6
C[C@H](CO)N1C[C@H](C)[C@H](CN(C)Cc2ccncc2)Oc2ccc(NC(=O)c3ccncc3)cc2CC1=O	0	-2.0	11	-8
CO[C@H]1CN(C)C(=O)c2ccc(NC(=O)CC(F)(F)F)cc2OC[C@@H](C)N(C(=O)C2CC2)C[C@@H]1C	x	0.2	32	-2
CCCC(=O)Nc1ccc2c(c1)C(=O)N(C)[C@@H]1CC[C@H](CC(=O)NCc3ccccc3F)O[C@H]1CO2	40	1.6	10	2
C[C@@H]1CN([C@H](C)CO)C(=O)c2cc(Br)cnc2O[C@@H]1CN(C)C(=O)C1CCCCC1	x	0.5	21	3
C[C@H](CO)N1C[C@H](C)[C@H](CN(C)C(=O)Nc2ccc(C(F)(F)F)cc2)Oc2ccc(NC(=O)Cn3cnnn3)cc2C1=O	-57	-0.9	12	-5
C[C@@H]1CN([C@H](C)CO)C(=O)c2cc(NC(=O)Cc3ccccc3)ccc2O[C@@H]1CN(C)C(=O)Nc1ccc(C(F)(F)F)cc1	-10	-0.5	-7	-19
COc1ccc(CN(C)C[C@@H]2OCCCC[C@@H](C)Oc3ccc(NS(=O)(=O)c4c(C)noc4C)cc3C(=O)N([C@@H](C)CO)C[C@H]2C)cc1	38	-1.0	-16	1

Carrying on.
compound	T cruzi growth	KDM4C inh	Pf Dd2 growth	C diff HTS
CCCC(=O)N1CC2(C1)CN(C(=O)COC)[C@H](CO)c1c2c2ccc(OC)cc2n1C	x	-0.1	32	5
Cc1noc(C)c1NC(=O)N(C)C[C@H]1Oc2ccc(NC(=O)CCCN(C)C)cc2CC(=O)N([C@@H](C)CO)C[C@@H]1C	25	0.8	5	-6
CCCC(=O)Nc1ccc2c(c1)C(=O)N(C)C[C@H](OC)[C@@H](C)CN(C(=O)c1cccnc1)[C@H](C)CO2	50	1.1	5	x
O=C(N[C@H]1CC[C@@H](CCNS(=O)(=O)c2ccc(F)cc2)O[C@H]1CO)C1CCOCC1	0	2.1	-1	x
CNC[C@H]1Oc2cc(C#Cc3ccc(OC)cc3)ccc2S(=O)(=O)N([C@@H](C)CO)C[C@@H]1C	109*	-3.7	-73	2
C[C@@H]1CN([C@H](C)CO)S(=O)(=O)c2ccc(C3=CCCC3)cc2O[C@H]1CN(C)C(=O)c1ccccc1	-1	0.3	-13	2
C[C@@H]1CN([C@@H](C)CO)C(=O)c2cccc(NC(=O)Nc3ccccc3)c2O[C@@H]1CN(C)Cc1ccc(Cl)c(Cl)c1	56	0.7	-55	24
C[C@@H]1CCCCO[C@@H](CN(C)Cc2ccc(Cl)c(Cl)c2)[C@@H](C)CN([C@H](C)CO)C(=O)c2cc(NS(C)(=O)=O)ccc2O1	8	-0.6	31	5
COC(=O)[C@H]1[C@H](CO)[C@H]2Cn3c(ccc(C4=CCCC4)c3=O)[C@H]2N1C(=O)C1CC1	4	1.4	21	-1
CC=Cc1ccc2n(c1=O)C[C@H]1[C@H](CO)[C@@H](C(=O)NC3CCC3)N(CC)[C@@H]21 (mixture of isomers)	20	5.0	8	2
O=C(C[C@H]1C=C[C@@H](NC(=O)Nc2cc(F)ccc2F)[C@@H](CO)O1)NCc1ccncn1	33	2.1	24	3

Filtered by structure, the entries above containing a thiophene ring, fused or not (2)
compound	T cruzi growth	KDM4C inh	Pf Dd2 growth	C diff HTS
C[C@@H]1CCCCO[C@@H](CN(C)S(=O)(=O)c2cccs2)[C@H](C)CN([C@@H](C)CO)C(=O)c2cc(NS(=O)(=O)c3ccc(Cl)cc3)ccc2O1	96*	-0.3	-16	0
C[C@@H]1CN([C@H](C)CO)C(=O)c2cc(NC(=O)Nc3ccc4c(c3)OCO4)ccc2O[C@@H](C)CCCCO[C@@H]1CN(C)S(=O)(=O)c1cccs1	64	-1.6	-92*	10

Compound activity as filed in PubChem.
